# CHT allo act – CHT positive allosteric modulators, primary screen, cell-based, membrane potential dye, choline EC20. High affinity choline transporter 1 (Homo sapiens), Q9GZV3. CHT-expressing cells; hits give high values; LV-AA mutant CHT in HEK293 cells. B-score at 10 µM. 0.49% of 310,000 active. AID 488977, 2010;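 active means initial fluorescence not abnormally high and integrated response B-score, plate-corrected, over 3 SD above library mean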
# Target sequence (Q9GZV3 whole entry, looked up): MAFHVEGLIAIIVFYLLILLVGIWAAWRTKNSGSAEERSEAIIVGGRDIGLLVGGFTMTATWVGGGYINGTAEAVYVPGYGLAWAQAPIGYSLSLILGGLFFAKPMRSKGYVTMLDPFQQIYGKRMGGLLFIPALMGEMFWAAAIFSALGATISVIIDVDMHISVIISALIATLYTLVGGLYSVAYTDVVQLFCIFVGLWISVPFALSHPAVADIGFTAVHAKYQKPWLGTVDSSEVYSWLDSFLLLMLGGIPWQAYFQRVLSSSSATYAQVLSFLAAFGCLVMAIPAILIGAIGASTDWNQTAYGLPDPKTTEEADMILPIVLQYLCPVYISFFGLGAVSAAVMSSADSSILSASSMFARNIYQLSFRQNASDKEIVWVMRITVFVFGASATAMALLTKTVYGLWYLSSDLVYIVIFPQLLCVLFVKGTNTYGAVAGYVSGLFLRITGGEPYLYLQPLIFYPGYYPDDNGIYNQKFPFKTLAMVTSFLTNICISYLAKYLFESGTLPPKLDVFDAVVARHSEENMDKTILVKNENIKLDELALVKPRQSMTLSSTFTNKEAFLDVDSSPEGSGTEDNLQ
# CHT block – inhibitors of human choline transporter CHT; High affinity choline transporter 1 (Homo sapiens), Q9GZV3; CHT-expressing cells, membrane potential dye, choline response; hits give low values; B-score at 10 µM; 0.86% of 310,000 active; AID 488975, 2010;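 active means B-score over 3 SD under the library average, and starting fluorescence ratio not unusually high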;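 further: choline stimulus applied at its EC90 after an EC20 pre-addition; B-score computed on integrated fluorescence ratio after choline addition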
# Active calls of the source: *; i = inactive. This is a subset. The share of hits here may be higher or lower than overall.
SMILES,CHT allo act,CHT block
C=C1C(=O)O[C@H]2C[C@@H](C)[C@@H]3C=CC(=O)[C@@]3(C)C[C@H]12,i,i
C[N+]1(C)[C@@H]2CC(OC(=O)[C@H](CO)c3ccccc3)C[C@H]1[C@@H]1O[C@@H]12 (stereo partly drawn),i,i
CC(=O)Nc1ccccc1C(=O)OCc1ccc(F)cc1,i,i
Cc1cc(/C=C2/C(=O)NC(=O)N(c3ccc(Br)cc3)C2=O)c(C)n1C,i,i
COc1ccc(Br)cc1CNCCc1ccc2c(c1)OCO2,i,i
O=C1NC(=O)C(CCc2ccncc2)(C2CCCCC2)C(=O)N1,i,i
Oc1ccc2c3c1OC1C(O)CC[C@@]4(O)[C@@H](C2)N(CC2CCC2)CC[C@]314 (stereo partly drawn),i,i
COc1ccc(CCNCc2ccncc2)cc1,i,i
Cc1ccc(N=Cc2c(O)n(-c3ccc(C)cc3)c(=O)[nH]c2=O)cc1,i,i
CC(C)n1c(=O)c(C=Nc2ccc(F)cc2)c(O)n(Cc2ccco2)c1=O,i,i
C=C(CC1CC(O)[C@]2(C)OC3CC4OC5C[C@]6(C)O[C@]7(C)CCC8OC9C[C@]%10(C)OC%11C(C)=CC(=O)OC%11CC%10OC9C[C@@H](C)C8OC7CC6O[C@]5(C)C/C=C\C4OC3CC2O1)C(=O)O (stereo partly drawn),i,i
O=c1[nH]c(=O)n(CCC2=CCCCC2)c(O)c1C=NCCN1CCNCC1,i,i
C[C@]12CCC3[C@@H](CCC4=CC(=O)CC[C@@]43C=O)C1CCC2=O (stereo partly drawn),i,i
CCn1c(P(C)(=O)O)nc2ccccc21,i,i
Cc1cccc(-n2c(O)c(/C=N/Nc3nc4c(c(=O)n(C)c(=O)n4C)n3C)c(=O)[nH]c2=S)c1,i,i
CC(C)(C)c1nc(NCc2ccc3c(c2)OCO3)c2nnn(Cc3ccccc3Cl)c2n1,i,i
Cc1cc(C)[n+](CCCC[n+]2c(C)cc(C)cc2C)c(C)c1,7.89*,i
O=C1NC(=O)C(=Cc2ccc(-c3ccccc3[N+](=O)[O-])o2)C(=O)N1,i,i
O=C1NC(=O)C(=Cc2ccc(N3CCOCC3)cc2)C(=O)N1,i,i
Cc1ccc2[nH]c(C)c(CCNCc3cccnc3)c2c1,i,i
c1ccc(-c2cc(-c3ccccc3)[n+](-c3ccccc3)c(-c3ccccc3)c2)cc1,i,i
CC12CN3CC(C)(CN(C1)C3c1cccnc1)C2=O (stereo not drawn),i,i
CC[N+](C)(CC)CCCCOc1ccc2c(c1)C(=O)c1cc(OCCCC[N+](C)(CC)CC)ccc1-2,i,i
CC(=O)OC1CCC2(/C=N/O)C(=CCC3C4CCC(=O)C4(C)CCC32)C1 (stereo not drawn),i,i
C[C@@H]1C(=O)O[C@@H]2[C@H](O)C34[C@@H]5OC(=O)C3(O[C@H]3OC(=O)[C@H](O)C34[C@H](C(C)(C)C)[C@H]5O)[C@@]12O (stereo partly drawn),i,i
COC(=O)C1=C(c2cc3ccccc3s2)C[C@@H]2CC[C@H]1N2C(=O)N1CCC(O)CC1,i,i
O=C1NC(=O)C(Sc2ccccc2[N+](=O)[O-])C(=O)N1,i,i
CN1CCc2cc3c(cc2[C@H]1[C@@H]1OC(=O)c2c1ccc1c2OCO1)OCO3,i,i
Cn1c(O)c(C(=NCCc2c[nH]c3ccccc23)c2ccccc2)c(=O)n(C)c1=O,i,i
CCn1c(O)c(C(=O)CC2NCCc3ccccc32)c(=O)n(CC)c1=S (stereo not drawn),i,i
Fc1ccc(CCNCc2cccc(Cl)c2)cc1,i,i
COC(=O)CC1=C(C(=O)OC)C2(C(=O)N(C)c3ccccc32)C(C#N)=C(N)O1 (stereo not drawn),i,i
C=CCN1C(=O)C2(C(C(=O)OCC)=C(N)Oc3ccccc32)c2c1c1ccccc1oc2=O (stereo not drawn),i,i
C=C1[C@@H](OC(C)=O)[C@]23C[C@@H]1[C@@H](OC(C)=O)CC2[C@]12C4C[C@H]3[C@H]1N(CC)C[C@]4(C)CC[C@@H]2O (stereo partly drawn),i,i
O=C(O)c1[nH]c(=O)[nH]c(=O)c1F,i,i
CCC(=NCc1cccnc1)c1c(O)n(-c2ccc(C)cc2)c(=O)[nH]c1=O,i,i
CCOC(=O)CNC(=O)CNC(=O)C(Cc1ccc(N(CCCl)CCCl)cc1)NC(C)=O (stereo not drawn),i,i
CCC(C)(C)n1nnnc1C(c1cccs1)N1CC=C(c2ccc(F)cc2)CC1 (stereo not drawn),i,i
O=C1CC(N2CCC(n3c(=O)[nH]c4ccccc43)CC2)C(=O)N1Cc1ccccc1 (stereo not drawn),i,i
O=C1C2CCCC1C(N1CCCC1)CC2 (stereo not drawn),i,i

# Three compounds out of the list, sorted by number of heavy atoms, rising:
SMILES,CHT allo act,CHT block
COc1ccc(Br)cc1CNCCc1ccc2c(c1)OCO2,i,i
CCC(C)(C)n1nnnc1C(c1cccs1)N1CC=C(c2ccc(F)cc2)CC1 (stereo not drawn),i,i
C=C1[C@@H](OC(C)=O)[C@]23C[C@@H]1[C@@H](OC(C)=O)CC2[C@]12C4C[C@H]3[C@H]1N(CC)C[C@]4(C)CC[C@@H]2O (stereo partly drawn),i,i

# Other entries follow:
SMILES,CHT allo act,CHT block
COc1ccccc1-n1c(-c2ccccc2Cl)nc2ccccc2c1=O,i,i
CCCN1CCO[C@@H]2c3cc(O)ccc3OC[C@H]21,i,i
Cc1ccc(/C=C2\C(=O)NC(=O)N(CCc3ccc(F)cc3)C2=O)s1,i,i
Cc1cc(C)cc(NC(=S)NC2CC3CCCC(C2)N3Cc2cccs2)c1 (stereo not drawn),i,i
CCOC(=O)Cn1cc(C(=O)c2ccccc2)c2ccccc21,i,i
CN(C)C(Cc1ccccc1)C(=O)c1ccccc1 (stereo not drawn),i,i
CC(C)N(Cc1ccco1)/N=C/c1c(O)n(Cc2ccccc2)c(=O)[nH]c1=O,i,i
C=CCN1C(=O)NC(=O)/C(=C/c2cccn2C)C1=O,i,i
COc1ccc(C(=O)C2CCCN(Cc3ccccn3)C2)c(OC)c1 (stereo not drawn),i,i
O=C1Nc2ccccc2Sc2ccccc21,i,i
O=P(C(c1c[nH]c2ccccc12)N1CCOCC1)(N1CCOCC1)N1CCOCC1 (stereo not drawn),i,i
CCn1ccnc1CN1CCCC(C(=O)c2ccc(SC)cc2)C1 (stereo not drawn),i,i
Cc1ccccc1N1C(=O)NC(=O)/C(=C/c2ccc(N3CCOCC3)o2)C1=O,i,i
CCN1/C(=C\C=C\C2=[N+](CC)c3ccccc3C2(C)C)C(C)(C)c2ccccc21,i,i
CC(=O)c1ccc(OC(=O)N(C)c2ccccc2)cc1,i,i
CCOC(=O)C1(CCOc2ccccc2)CCN(Cc2ccccc2OC)CC1,i,i
O=[N+]([O-])c1ccc(N2CCNCC2)cc1NCc1ccco1,i,i
Cc1ccc(N2C(=O)NC(=O)/C(=C\c3cc(C)n(-c4sc5c(c4C#N)CCCC5)c3C)C2=O)cc1,i,i
O=c1[nH]c(=S)[nH]c(O)c1/C=N/N1CCOCC1,i,i
CCN1C(=O)NC(=O)/C(=C\c2cn(CC(=O)N3CCCCC3C)c3ccccc23)C1=O (stereo not drawn),i,i

# 5 successive compounds from above:
SMILES,CHT allo act,CHT block
C=C1C(=O)O[C@H]2C[C@@H](C)[C@@H]3C=CC(=O)[C@@]3(C)C[C@H]12,i,i
C[N+]1(C)[C@@H]2CC(OC(=O)[C@H](CO)c3ccccc3)C[C@H]1[C@@H]1O[C@@H]12 (stereo partly drawn),i,i
CC(=O)Nc1ccccc1C(=O)OCc1ccc(F)cc1,i,i
Cc1cc(/C=C2/C(=O)NC(=O)N(c3ccc(Br)cc3)C2=O)c(C)n1C,i,i
COc1ccc(Br)cc1CNCCc1ccc2c(c1)OCO2,i,i

# Following part
SMILES,CHT allo act,CHT block
CN(CC#CCN1CCCC1)C(=O)c1cccc(Cl)c1,i,i
COc1ccc(CC2(CCc3ccncc3)C(=O)NC(=O)NC2=O)cc1OC,i,i
CSCCC(N=Cc1c(O)n(-c2ccc(Br)cc2)c(=O)[nH]c1=O)C(=O)OC(C)(C)C (stereo not drawn),i,i
CCn1cc(C(=O)c2cccs2)c2ccccc21,i,i
COc1ccc(OC)c([C@@H](O)[C@H](C)NC(C)(C)C)c1,i,i
CN1CCC(O)(c2cccs2)C(C(=O)c2cccs2)C1 (stereo not drawn),i,i
CC(C)Oc1cc(-n2c(=S)[nH]c3ccccc3c2=O)c(Cl)cc1Cl,i,i
O=c1cc(C(F)(F)F)c2cc3c4c(c2o1)CCCN4CCC3,i,i
CC(C)C[C@H](NP(=O)(O)O[C@@H]1O[C@@H](C)[C@H](O)[C@@H](O)[C@H]1O)C(=O)N[C@@H](Cc1c[nH]c2ccccc12)C(=O)O,i,i
COc1ccc(C2CC(c3c(O)n(CCc4ccccc4)c(=O)[nH]c3=O)=NN2)cc1OC (stereo not drawn),i,i
CCC(=O)N1c2ccc(S(=O)(=O)CCC(=O)N3CCC4(CC3)OCCO4)cc2CC1C (stereo not drawn),i,i
Cc1nn(-c2ccccc2)c(Cl)c1C1C(C#N)=C(N)Oc2c1c(=O)oc1ccccc21 (stereo not drawn),i,i
CCOc1cccc(=NC2CCCCC2)c2c(C)[nH]c(C)c12,i,i
CCCCCCn1c(O)c(/C=N/N2CCCCCC2)c(=O)[nH]c1=O,i,i
COC(=O)C1=C(c2cc3ccccc3s2)C[C@@H]2CC[C@H]1N2C(=O)NCCS(C)=O (stereo partly drawn),i,i
Cc1cc(OCC(=O)NCc2ccc(S(N)(=O)=O)cc2)c2c3c(c(=O)oc2c1)CCC3,i,i
CN(C(=O)Oc1ccc(C(=O)c2ccc(Cl)cc2)cc1)c1ccccc1,i,i
CC(NC(=O)Cc1cccc2ccccc12)C(=O)N1CCC(=O)CC1 (stereo not drawn),i,i
CC(C)(C)c1ccc(O)c(N=Cc2c(O)ccc3ccccc23)c1,i,i
CC(=NCCCn1ccnc1)c1c(O)n(C)c(=O)n(C)c1=O,i,i
Fc1ccc(CNCCc2ccc3c(c2)OCO3)cc1,i,i
CCn1c(O)c(C=Nc2ccc(S(N)(=O)=O)cc2)c(=O)[nH]c1=S,i,i
Cc1cc(/C=C2\C(=O)NC(=S)N(C)C2=O)c(C)n1C1CCCCC1,i,i
CCOC(=O)C1=C(N)Oc2cc(C)oc(=O)c2C12C(=O)N1c3c(cccc32)C(C)CC1(C)C (stereo not drawn),i,i
O=C(O)C12C3CCCC1C32c1ccccc1 (stereo not drawn),i,i
CC(C)CCNC(=O)c1c(N)n(CC2CCCO2)c2nc3ccccc3nc12 (stereo not drawn),i,i
COc1ccc(-n2c(C)cc(C(=O)C[N+]34CCN(CC3)CC4)c2C)cc1,i,i
CC1CCN(CC(=O)c2cccc(C(F)(F)F)c2)CC1,i,i
CCC(=O)Nc1ccc(N2CCN(CC)CC2)c(Cl)c1,i,i
CC(C)(C#CC(=O)O)OOC(c1ccccc1)(c1ccccc1)c1ccccc1,i,i
C[C@]12CC[C@@H](O)C[C@H]1CC[C@@H]1[C@@H]2CC[C@]2(C)C(=O)CC[C@@H]12,i,i
CC(C)c1ccc(O)c(CN2CCN(c3ccccc3)CC2)c1,i,i
CCOC(=O)C1=C(N)Oc2ccccc2C12C(=O)N(CC(=O)OC)C(CC(=O)OC)=C2C(=O)OC (stereo not drawn),i,i
CN1CCCN(C(=O)COc2ccccc2)CC1,i,i
C=CCn1c(O)c(/C=C2\C=Nc3ccccc32)c(=O)[nH]c1=O,i,i
Cc1cccc(-n2c(O)c(C=NCCCN3CCOCC3)c(=O)[nH]c2=O)c1C,i,i
CC/C(CC(c1ccccc1)c1c(O)c2ccccc2oc1=O)=N\NC(N)=S (stereo not drawn),i,i
CN1CCN(CCC(C#N)(c2ccccc2)c2ccccc2)CC1,i,i
N#Cc1ccc(/C=C/C(=O)O)cc1,i,i
CC12CN3CC(C)(CN(C1)C3c1cccs1)C2=O (stereo not drawn),i,i
CCCc1c(C)nc(SCC(=O)C(C)(C)C)nc1OC(=O)N(C)C,i,i
O=[N+]([O-])c1ccc(NCCO)c2ncccc12,i,i
Cc1ccsc1C(=O)C1CCCN(Cc2c(C)nn(C(C)C)c2C)C1 (stereo not drawn),i,i
O=c1c2ccccc2nc(-c2ccc(Cl)cc2Cl)n1-c1nccs1,i,i
CC[N+]12CCC(CC1)C(C(O)(c1ccccc1)c1ccccc1)C2 (stereo not drawn),i,i
COc1ccc(C(=O)C2CCCN(C3CSCCSC3)C2)c(OC)c1 (stereo not drawn),i,i
Cc1ccc2cccc(OC(=O)N3CCCC3)c2n1,i,i
Cc1ccc2c(c1)C(c1ccccc1)NCC(=O)N2 (stereo not drawn),i,i
CCCC1(CCC)C(=O)NC(=NCc2ccccc2)NC1=O,i,i
Cc1cccc(-n2c(O)c(C=Nc3ccc(Br)cn3)c(=O)[nH]c2=O)c1,i,i
N[C@@H]1CCCC[C@H]1N.O=C(O)C(=O)O.[Pt],i,i
CCC1(c2ccc(-c3ccccc3)cc2)C(=O)NC(=O)NC1=O,i,i
COc1ccc2[nH]cc(CCNCc3cccnc3)c2c1,i,i
CCNC(=S)N(C)CCc1cc2c(c(OC)c1C=C1C(=O)N(C)C(=O)N(C)C1=O)OCO2,i,i
COc1ccc(CN2C(=O)NC(=O)/C(=C/c3ccc([N+](=O)[O-])s3)C2=O)cc1,i,i
OCC1(CO)COC(c2cccnc2)N1 (stereo not drawn),i,i
COc1cc(C)cc2oc(=O)c(CC(=O)N3C[C@H]4C[C@@H](C3)c3cccc(=O)n3C4)c(C)c12,i,i

# Compound activity as filed in PubChem BioAssay.
